ATG4B inhibitor: ATG4B protease inhibitors, primary screen, biochemical, fluorescence, uHTS; ATG4B cleavage of LC3-PLA2, NBD-HPC fluorescence, 1 h; 0.51% of 340,000 active; Cysteine protease ATG4B (Homo sapiens), Q9Y4P1; inhibition, % at 8.33 µM; AID 504462, 2011; in the data active = inhibition above about 40%
Target sequence (Q9Y4P1 whole entry, looked up): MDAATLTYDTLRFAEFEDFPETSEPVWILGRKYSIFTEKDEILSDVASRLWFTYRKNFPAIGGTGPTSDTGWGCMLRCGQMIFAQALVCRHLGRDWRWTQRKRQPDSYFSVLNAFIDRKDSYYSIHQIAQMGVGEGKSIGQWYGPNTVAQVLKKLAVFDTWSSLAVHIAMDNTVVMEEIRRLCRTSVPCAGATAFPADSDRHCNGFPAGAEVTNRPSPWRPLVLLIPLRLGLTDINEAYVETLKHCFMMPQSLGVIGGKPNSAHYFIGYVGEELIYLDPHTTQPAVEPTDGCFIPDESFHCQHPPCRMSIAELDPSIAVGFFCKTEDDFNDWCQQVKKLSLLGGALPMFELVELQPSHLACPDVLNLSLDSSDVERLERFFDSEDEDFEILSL
APOBEC3A inh: APOBEC3A ssDNA deaminase inhibitors, primary screen, selectivity assay for APOBEC3G inhibitor project, biochemical, FAM/TAMRA oligo cleavage fluorescence | DNA dC->dU-editing enzyme APOBEC-3A (Homo sapiens), P31941 | recombinant A3A, FAM/TAMRA ssDNA deamination fluorescence | inhibition, % at 20 µM | 0.41% of 330,000 active;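 active = at least 40% inhibition at 20 µM here, with at most 30% in a related deaminase screen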;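 note: plate controls were A3A with DMSO for no effect and wells lacking A3A enzyme for full effect; some results filed as inactive read as strong as hits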
APOBEC3G inh: APOBEC3G DNA deaminase inhibitors, primary screen, biochemical, fluorescence, single-stranded DNA substrate, uHTS | inhibition, % at 20 µM | 0.28% of 330,000 active | recombinant A3G, ssDNA deamination FAM/TAMRA fluorescence | AID 493012, 2011 | DNA dC->dU-editing enzyme APOBEC-3G (Homo sapiens), Q9HC16;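 active = inhibition of at least 40% at 20 µM, with no more than 30% in the related APOBEC3A deaminase screen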;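 note: plate controls were DMSO wells with A3G for no effect and wells lacking A3G enzyme for full effect; some compounds called inactive have numbers as strong as hits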
Target sequence (Q9HC16 whole entry, looked up): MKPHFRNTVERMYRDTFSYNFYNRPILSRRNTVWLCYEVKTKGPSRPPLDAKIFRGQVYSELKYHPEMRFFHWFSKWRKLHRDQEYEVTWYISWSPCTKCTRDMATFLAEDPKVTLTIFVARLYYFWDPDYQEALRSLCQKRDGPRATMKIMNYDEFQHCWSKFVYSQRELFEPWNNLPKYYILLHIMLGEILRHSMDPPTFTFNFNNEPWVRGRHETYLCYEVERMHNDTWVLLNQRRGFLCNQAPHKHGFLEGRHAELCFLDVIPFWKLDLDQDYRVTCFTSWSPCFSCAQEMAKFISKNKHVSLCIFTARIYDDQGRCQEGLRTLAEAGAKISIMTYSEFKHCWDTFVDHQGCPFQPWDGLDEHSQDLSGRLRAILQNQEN
hIAP activ: human IAP activators, primary screen, biochemical, luminescence, uHTS; Intestinal-type alkaline phosphatase (Homo sapiens), P09923; purified human IAP, CDP-Star luminescence, 30 min; active compounds read high; 1 = vehicle-only enzyme, 0 = enzyme-free background; activation factor at 10 µM; 0.16% of 330,000 active; AID 2524, 2010;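 active = activation factor of the enzyme at least 2-fold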; note: the source names both 10 and 20 µM as test concentration; values of inactives mirror those of a sister screen read the other way
mIAP activ: activators of mouse IAP, primary screen, biochemical, luminescence, uHTS | intestinal alkaline phosphatase [Mus musculus] | muIAP, CDP-Star luminescence, 30 min; active compounds read high; 1 = vehicle-only enzyme signal, 0 = enzyme-free wells | activation factor at 10 µM | 0.24% of 330,000 active;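 active = activation factor of at least 2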; note: the source names both 10 and 20 µM as test concentration; values of inactives mirror those of a sister screen read the other way
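System: mouse IAP enzyme. Reagent: CDP-Star chemiluminescent phosphatase substrate. Benchmarks: DMSO wells, no-enzyme wells. Times: 30 min enzyme-substrate-compound incubation at room temperature. Detection: luminescence from enzymatic CDP-Star hydrolysis. Doses: test compounds delivered from DMSO solution.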
hIAP block: human IAP inhibitors, primary screen, biochemical, luminescence, uHTS | 0.12% of 330,000 active | inhibition, % at 10 µM | Intestinal-type alkaline phosphatase (Homo sapiens), P09923 | purified IAP, CDP-Star luminescence, 30 min;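 active = inhibition reaching a set limit with compound at 10 µM in the primary screen, cut at about 35% in these data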;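 note: plate controls were DMSO wells with enzyme for no effect and no-enzyme buffer wells for full effect; values of inactives mirror those of a sister screen read the other way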
MPTP inh: mitochondrial permeability transition pore inhibitors, primary screen, biochemical, isolated mouse mitochondria, absorbance | inhibition, % at 10 µM | AID 602449, 2012 | Ca2+ swelling absorbance, 30 min | 1.4% of 360,000 active;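 active = inhibition of 50% or more, scaled per plate between neutral and stimulator controls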;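 note: 0% = DMSO wells given calcium and 100% = 1 mM EGTA wells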
MIN6 prolif: inducers of MIN6 beta-cell proliferation, primary screen, ATP luminescence, uHTS. MIN6 cells proliferation, ATPlite luminescence, 48 h; cells starved in 0.2% serum; 100% = growth in 10% serum. proliferation, % at 10 µM. 0.29% of 330,000 active;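 active = compounds whose signal lies at least 3.5 SD above the mean of all wells on their plate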;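 note: 0% = DMSO-treated cells in low-serum medium and 100% = 10% serum control; some compounds called inactive have numbers as strong as hits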
mIAP block: inhibitors of mouse IAP, primary screen, biochemical, luminescence, uHTS. purified mouse IAP, CDP-Star luminescence, 30 min. inhibition, % at 10 µM. 0.2% of 330,000 active. AID 2806, 2010;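 active = inhibition of at least 40% at 10 µM in the primary screen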;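 note: plate controls were DMSO with enzyme for no effect and no enzyme wells for full effect; values of inactives mirror those of a sister screen read the other way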
An asterisk follows results filed as active; & = joins results of further samples.

Below each compound – ATG4B inhibitor	APOBEC3A inh	APOBEC3G inh	hIAP activ	mIAP activ	hIAP block	MPTP inh	MIN6 prolif	mIAP block
> Cc1nc(=O)c(-c2ccccc2)c(C)n1CCCCCC(=O)O
 : 2	-6	-6	1.2	1.1	-15	-1.4	-4	-6
> O=[N+]([O-])c1ccc(NC(=S)N2CCN(S(=O)(=O)c3ccccc3)CC2)cc1
 : -4	-2	0	0.81	1	19	1.4	0	0
> C=CCn1cc(-c2cccc(C(F)(F)F)c2)cc(C#N)c1=O
 : 6	-1	-5	0.98	0.97	2	-1.3	-3	3
> CCc1cc2c(=O)[nH]c(COC)nc2s1
 : 2	-1	-2	1.1	0.98	-8	-2.7	-1	2
> Cc1cc(C)nc(NCc2ccc(Cl)cc2)n1
 : 2	4	-1	1.1	0.97	-12	-1.1	-2	3
> O=C(O)c1ccc(-c2ncc[nH]2)cc1
 : -3	-3	-6	1.1	1	-9	-0.1	2	-4
> Cc1ccc(S(=O)(=O)C(C)C(=O)c2ccc3c(c2)OCCO3)cc1 (stereo not drawn)
 : 3	-5	-8	0.84	0.9	16	-2.0	0	10
> Cc1ccc(-c2nc3cccnc3s2)cc1NS(=O)(=O)c1cccs1
 : -6	2	-3	1	0.85	-3	0.6	5	15
> Cc1ccccc1C(C(=O)NCc1ccco1)N(CC1CCCO1)C(=O)Cn1nnc2ccccc21 (stereo not drawn)
 : 4	-2	-6	0.95	1.1	5	1.4	2	-12
> COc1cc(S(=O)(=O)NC2CCCCC2C)ccc1F (stereo not drawn)
 : -8	-1	-5	0.97	0.96	2	0.2	-3	4

As entered above:
Result of CCc1cc2c(=O)[nH]c(COC)nc2s1 in mIAP activ: 0.98
Result of C=CCn1cc(-c2cccc(C(F)(F)F)c2)cc(C#N)c1=O in hIAP block: 2
Result of Cc1nc(=O)c(-c2ccccc2)c(C)n1CCCCCC(=O)O in MPTP inh: -1.4
Result of Cc1ccc(-c2nc3cccnc3s2)cc1NS(=O)(=O)c1cccs1 in MPTP inh: 0.6

Continued:
Below each compound – ATG4B inhibitor	APOBEC3A inh	APOBEC3G inh	hIAP activ	mIAP activ	hIAP block	MPTP inh	MIN6 prolif	mIAP block
> Cc1cccc(Nc2nc(NCc3ccco3)nc(N3CCOCC3)n2)c1
 : 27	-2	-7	0.9	1	10	2.2	-3	0
> COc1ccc(Oc2coc3c(CN4CCOCC4)c(O)ccc3c2=O)cc1
 : -7	3	1	1.2	0.91	-18	-0.5	3	9
> CCOC(=O)C1=C(C)NC(C)=C(C(=O)OCC)C1C(=O)OCC(=O)NC(C)C
 : 2&-13	-3	-2	1.1	0.97	-9	-1.7&-1.6	-1	3
> CC(Oc1ccc(Cl)cc1Cl)c1ccnc2nc(N3CCOCC3)nn12 (stereo not drawn)
 : -3	-1	-4	1	0.92	-2	-0.8	-4	8
> Cc1ccc(OCCNc2cc(N3CCN(CCO)CC3)ccc2[N+](=O)[O-])cc1C
 : -16	-3	-8	0.87	0.87	13	1.9	-6	13
> Cc1ccc(S(=O)(=O)CC(=O)N2CCN(c3ccc(F)cc3)CC2)cc1
 : -12	-1	-5	0.82	0.94	18	-1.3	2	6
> CCOC(=O)c1sc2ncnc(OC)c2c1C
 : 6	3	2	1.1	0.99	-7	1.4	-1	1
> COc1ccccc1N1CCN(C(=O)c2cc(-c3cccc(Cl)c3)on2)CC1
 : 18	2	-1	1	0.95	-2	-3.5	-5	5
> COc1ccc(N(CC(=O)NCCSc2ccc(C)cc2)S(=O)(=O)c2ccccc2)c(OC)c1
 : 9	54*	12	0.87	1.1	13	0.9	0	-7
> Cc1ccc2c(c1)N(CC(=O)N1CCC(C)CC1)C(=O)c1cccnc1O2
 : 0	-1	-6	1.4	1	-37	-0.2	-3	-2

Full records as entered above. Order of screens: ATG4B inhibitor	APOBEC3A inh	APOBEC3G inh	hIAP activ	mIAP activ	hIAP block	MPTP inh	MIN6 prolif	mIAP block
CCOC(=O)c1sc2ncnc(OC)c2c1C as listed: 6	3	2	1.1	0.99	-7	1.4	-1	1
Cc1ccc(S(=O)(=O)C(C)C(=O)c2ccc3c(c2)OCCO3)cc1 (stereo not drawn) as listed: 3	-5	-8	0.84	0.9	16	-2.0	0	10

More structures.
Below each compound – ATG4B inhibitor	APOBEC3A inh	APOBEC3G inh	hIAP activ	mIAP activ	hIAP block	MPTP inh	MIN6 prolif	mIAP block
> COc1cc2c(cc1NC(=O)c1cc(-c3ccccn3)nc3ccccc13)oc1ccccc12
 : -5	-2	-4	0.9	0.84	10	-0.2	-5	16
> OCc1cc(-c2ccc(Cl)c(Cl)c2)on1
 : -7	-1	-3	1.2	0.9	-17	-1.6	-1	10
> Cc1ccccc1OCCNc1ccc(C(F)(F)F)cc1[N+](=O)[O-]
 : 3	-2	-6	1.1	0.87	-7	2.8	-2	13
> C[C@H](NC(=O)c1[nH]cnc1C(=O)Nc1ccc(CNC(=O)OC(C)(C)C)cc1)C(=O)OC(C)(C)C
 : -3	-2	-7	1.4	1.1	-42	1.6	-8	-9
> CCc1nnc(NC(=O)CSc2nncc(=O)n2N)s1
 : 5	1	-2	1.1	0.86	-13	1.4	0	14
> Cc1ccc(S(=O)(=O)N(C)CC(=O)NNC(=O)Cc2cccc(F)c2)cc1
 : -3	0	-4	1.2	0.96	-17	-1.4	1	4
> CC1CCCCN1CCNC(=O)CCc1nnc2n(Cc3ccccc3)c(=O)c3ccccc3n12 (stereo not drawn)
 : 3	5	2	1.1	1	-6	-1.1	2	-4
> Cn1nnnc1SCC(=O)Nc1cc(S(=O)(=O)N2CCCCC2)ccc1Cl
 : 6	1	0	1.1	1.1	-12	-1.5	0	-6
> COc1ccc(CCNC(=O)CCc2ccc(OC)cc2)cc1
 : -7	-1	-6	1.2	0.99	-19	-1.3	-2	1
> O=C(CSc1nnc(Nc2ccccc2F)s1)NC1CC1
 : 2	-3	-10	1.1	0.96	-10	-1.9	-3	4

Continued:
SMILES	ATG4B inhibitor	APOBEC3A inh	APOBEC3G inh	hIAP activ	mIAP activ	hIAP block	MPTP inh	MIN6 prolif	mIAP block
CCOC(=O)c1c(NC(=O)OC)sc(C(=O)N(CC)CC)c1C	2	-1	3	0.86	0.93	14	-0.1	-3	7
COc1ccc(C(=O)CSc2n[nH]c(=O)n2Cc2ccco2)cc1	2	2	5	0.92	1	8	4.2	0	-4
CC(C)=CCN1CCN(Cc2nc(-c3ccccc3)cs2)CC1CCO (stereo not drawn)	-13	-3	-8	0.94	0.88	6	2.6	0	12
Cn1c2ccccc2c2c(C(=O)N3CCN(c4ccccn4)CC3)cn(C3CCCC3)c(=O)c21	-12	1	1	0.94	0.95	6	0.9	1	5
COc1cc(/C=N/NC(=O)Cc2nnc(N)s2)cc(OC)c1OC	-11	-1	-3	1.2	1.1	-18	0.4	-2	-8
CCOC(=O)c1ccc(NC(=O)C(C)NS(=O)(=O)c2ccc(OC)cc2)cc1 (stereo not drawn)	-1	-3	-6	1.1	1	-10	2.9	1	-2
Cc1cc([N+](=O)[O-])ccc1NC(=S)NC(=O)C(c1ccccc1)c1ccccc1	-5	-1	-7	0.89	0.85	11	5.1	-4	15
C/C(=N\O)C(C)(C)Nc1ccc(Cl)cc1	-5	-3	-3	0.92	0.98	8	-2.3	3	2
S=C1NNC2(NN1)C1CC3CC(C1)CC2C3	-12	4	2	0.91	0.94	9	-2.9	-1	6
CC(=O)NCCOc1cccc2cccnc12	-2	-1	0	1.1	1	-10	1.4	-2	-4
C/C(=N\Nc1ccc(Cl)c(C(=O)O)c1)c1cccs1	4	42*	16	1	0.96	-2	0.7	0	4
COc1ccc(OCC(=O)Sc2ccc(C)cc2)cc1	0	0	-5	0.9	0.98	10	-4.2	-5	2
O=C(CN1C(=O)CCC1=O)Nc1cccc(NC(=O)CN2C(=O)CCC2=O)c1	-3	2	-1	1.1	0.98	-9	-2.7	1	2
S=C(NC1CCCCC1)N(CCc1ccccc1)CCc1ccccc1	16	-2	-1	0.93	1.1	7	14	-6	-11
Cc1ccc(S(=O)(=O)N2CCN(C(=O)CSCc3ccc(C(C)C)cc3)CC2)cc1	-2	2	3	1	0.96	0	0.6	-6	4
C#CCOCCOCCOCCNc1nc(N2CCOCC2)nc(N2CCN(C(=O)CCCCCCCCCCNC(=O)[C@@H](CCSC)n3cc(CCO)nn3)CC2)n1	-17	1	3	0.97	1.3	3	0.5	-3	-27
Cc1cccc(OCCCC(=O)NNC(=O)c2ccccn2)c1	-1	-1	1	1.9	0.79	-91	-1.9	-7	22
Clc1ccc(-c2cc(COc3ccccc3)no2)cc1Cl	-4	-1	-5	1	1	-4	-4.6	0	-1
COc1cccc(-c2nc(CS(=O)(=O)CC(=O)NCc3ccc(Cl)cc3)c(C)o2)c1	-22	-2	-4	0.9	1	10	0.4	-2	-2
COc1ccc(-c2cc3ccccc3n2CC(O)CN2CCN(CCO)CC2)cc1 (stereo not drawn)	-4	-4	-9	1.4	1.1	-39	-1.2	-5	-5
Cc1cc(=O)c2ccccc2n1CC(=O)NCc1ccccc1	0	3	3	0.93	0.98	7	3.1	-1	2

From PubChem
